PAFAH2 inh – PAFAH2 enzyme inhibitors, primary screen, biochemical, fluorescence polarization, human; Platelet-activating factor acetylhydrolase 2, cytoplasmic (Homo sapiens), Q99487; inhibition, % at 3.39 µM; 340,000 compounds, 0.99% hits; recombinant PAFAH2, FP-rhodamine activity probe;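 active means inhibition above the mean over all tested compounds plus 3 SD, cut at about 30% in these data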;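 further: inhibitors block probe labeling of enzyme so polarization drops; 0% = enzyme with DMSO and 100% = wells lacking PAFAH2 protein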
LYPLA2 inh – LYPLA2 inhibitors, primary screen, counter-screen for PME1 inhibitor project, biochemical, fluorescence polarization, FP-Rh probe ABPP. Acyl-protein thioesterase 2 (Homo sapiens), O95372. recombinant LYPLA2. inhibition, % at 5.9 µM. 320,000 compounds, 0.38% hits. AID 2177, 2009;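 active means inhibition above the screen-wide mean plus 3 SD, limit set per campaign, cut at about 26% in these data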;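 further: 0% = LYPLA2 with DMSO and 100% = wells lacking LYPLA2 enzyme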
Target sequence (O95372 whole entry, looked up): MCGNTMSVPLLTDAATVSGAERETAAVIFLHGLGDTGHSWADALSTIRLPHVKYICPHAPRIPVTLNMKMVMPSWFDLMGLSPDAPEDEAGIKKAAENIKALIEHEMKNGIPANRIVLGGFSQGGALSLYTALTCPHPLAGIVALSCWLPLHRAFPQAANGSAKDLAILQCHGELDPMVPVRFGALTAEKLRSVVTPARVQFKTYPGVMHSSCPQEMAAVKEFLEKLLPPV
PREPL inhibitor – PREPL enzyme inhibitors, primary screen, biochemical, fluorescence polarization | recombinant PREPL, fluorescence polarization activity-based probe | inhibition, % at 5.96 µM | 320,000 compounds, 0.68% hits | AID 2751, 2010; in the data active means inhibition above about 43%;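 further: 0% = enzyme with DMSO and 100% = wells lacking enzyme; many of its hits are not listed in these tables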
PAD4 FP inh – human PAD4 inhibitors, primary screen, biochemical, fluorescence polarization, 1536-well format | AID 485272, 2010 | inhibition, % at 6.36 µM | recombinant PAD4, RCA probe fluorescence polarization | 330,000 compounds, 0.41% hits | Protein-arginine deiminase type-4 (Homo sapiens), Q9UM07;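 active means percent inhibition above a cutoff equal to the mean of all tested compounds plus 3 SD, cut at about 15% in these data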;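 further: 0% = PAD4 with RCA probe and DMSO and 100% = probe without PAD4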
LYPLA1 counter – LYPLA1 inhibitors, primary screen, counter-screen for PME1 inhibitor project, biochemical, fluorescence polarization, FP-Rh probe ABPP. Acyl-protein thioesterase 1 (Homo sapiens), O75608. recombinant LYPLA1. inhibition, % at 5.9 µM. 320,000 compounds, 0.16% hits. AID 2174, 2009;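 active means inhibition above the mean of all tested compounds plus 3 SD, set per campaign, cut at about 14% in these data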;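 further: inhibitors block serine hydrolase probe labeling of LYPLA1 so polarization falls; 0% = enzyme with DMSO and 100% = wells lacking LYPLA1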
PAFAH1B2 inh – PAFAH1B2 enzyme inhibitors, primary screen, biochemical, fluorescence polarization, human. Platelet-activating factor acetylhydrolase IB subunit alpha2 (Homo sapiens), P68402. recombinant PAFAH1B2, FP-rhodamine activity probe. inhibition, % at 3.39 µM. 340,000 compounds, 1.2% hits. AID 492953, 2010;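 active means inhibition above the mean of all tested compounds plus 3 SD, cut at about 24% in these data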;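 further: 0% = enzyme with DMSO and 100% = wells lacking PAFAH1B2; many of its hits are not listed in these tables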
GSTO1 counter – inhibitors of recombinant GSTO1, primary screen, counter-screen for RBBP9 inhibitor project, biochemical, fluorescence polarization; 300,000 compounds, 1.1% hits; activity-based probe fluorescence polarization; inhibition, % at 5.96 µM; Glutathione S-transferase omega-1 (Homo sapiens), P78417;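 active means inhibition above the campaign mean inhibition plus 3 SD, cut at about 35% in these data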;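 further: 0% = GSTO1-1 with DMSO and 100% = wells lacking GSTO1-1 enzyme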
Target sequence (P78417 whole entry, looked up): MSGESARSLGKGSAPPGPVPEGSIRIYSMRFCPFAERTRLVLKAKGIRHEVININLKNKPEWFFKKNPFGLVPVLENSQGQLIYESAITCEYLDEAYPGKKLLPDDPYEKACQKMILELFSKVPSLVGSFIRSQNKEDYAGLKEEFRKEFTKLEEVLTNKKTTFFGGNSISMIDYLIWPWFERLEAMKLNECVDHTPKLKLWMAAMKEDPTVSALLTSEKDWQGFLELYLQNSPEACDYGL
pPAFAH inh – pPAFAH enzyme inhibitors, primary screen, biochemical, fluorescence polarization, human; recombinant pPAFAH, FP-rhodamine probe fluorescence polarization; 330,000 compounds, 1.5% hits; Platelet-activating factor acetylhydrolase (Homo sapiens), Q13093; inhibition, % at 3.39 µM; AID 463082, 2010;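 active means inhibition above the mean inhibition across the screen plus 3 SD, cut at about 25% in these data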;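 further: inhibitors block binding of the rhodamine activity-based probe so polarization drops; 0% = enzyme with DMSO and 100% = wells lacking pPAFAH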
Target sequence (Q13093 whole entry, looked up): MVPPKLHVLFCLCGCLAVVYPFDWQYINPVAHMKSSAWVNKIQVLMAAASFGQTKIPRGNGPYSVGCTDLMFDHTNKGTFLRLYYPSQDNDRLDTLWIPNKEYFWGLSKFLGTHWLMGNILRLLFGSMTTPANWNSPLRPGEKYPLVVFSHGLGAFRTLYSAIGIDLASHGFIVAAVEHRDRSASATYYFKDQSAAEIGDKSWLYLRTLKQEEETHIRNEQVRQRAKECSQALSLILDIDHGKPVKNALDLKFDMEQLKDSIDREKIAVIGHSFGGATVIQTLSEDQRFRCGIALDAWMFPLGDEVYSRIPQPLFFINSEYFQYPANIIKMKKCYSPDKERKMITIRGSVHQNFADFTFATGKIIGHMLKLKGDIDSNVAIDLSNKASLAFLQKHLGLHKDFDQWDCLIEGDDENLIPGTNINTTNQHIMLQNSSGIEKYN
PAFAH1B3 inh – PAFAH1B3 enzyme inhibitors, primary screen, biochemical, fluorescence polarization, human; recombinant PAFAH1B3, FP-rhodamine probe; Platelet-activating factor acetylhydrolase IB subunit alpha1 (Homo sapiens), Q15102; 340,000 compounds, 0.28% hits; AID 492972, 2010; inhibition, % at 3.39 µM;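 active means inhibition above the screen-wide average of all tested compounds plus 3 SD, cut at about 25% in these data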;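 further: 0% = enzyme with DMSO only and 100% = wells lacking PAFAH1B3 protein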
* = called active by the depositor; . = not tested or not shown.

SMILES	PAFAH2 inh	LYPLA2 inh	PREPL inhibitor	PAD4 FP inh	LYPLA1 counter	PAFAH1B2 inh	GSTO1 counter	pPAFAH inh	PAFAH1B3 inh
CC(NC(=O)COc1ccc(Br)cc1)C(=O)O (configuration not stated)	-8	1	-1	-2	-1	18	-4	2	-1
COc1ccc(-n2c(Cn3c(=O)sc4ccccc43)nnc2SCC(=O)N2CCOCC2)cc1	-3	-5	-2	-1	2	7	-2	4	10
Cc1cc(NC(=O)COC(=O)C2=NN(c3ccccc3)C(=O)CC2)c([N+](=O)[O-])cc1C	-3	.	10	3	.	2	.	15	-6
O=C1CCCCCC1C1(O)C(=O)Nc2ccccc21 (configuration not stated)	-5	-4	12	0	-1	4	0	-2	1
COc1ccc(/C=C/c2nc3ccccc3c(=O)o2)cc1	62*	-3	1	1	-6	11	-8	-6	3
CCc1ccccc1NC(=O)COc1ccc2c(c1)OCO2	6	3	10	-5	0	2	4	0	6
COc1ccc(-c2cn(-c3ccc(C)cc3C)c(=O)[nH]2)cc1OC	-9	1	8	-2	2	-1	1	-3	1
CCOc1ccc(-c2nnc(-c3cccnc3)o2)cc1OCC	1	9	-12	2	4	2	1	1	9
COC(=O)c1ccc2c(=O)n(CCN3CCOCC3)c(SCC(=O)Nc3ccc(C)cc3)nc2c1	-12	1	-2	2	-1	4	2	-2	0
Cc1cccc(NC(=O)CNC(=O)CN2CCN(C)CC2)c1C	-2	-9	-1	0	-4	-1	.	-2	3
CC(=O)c1ccc(NC(=O)Nc2ncn(Cc3cccc(C)c3)n2)cc1	4	1	-17	0	-4	2	-3	1	4
COC(=O)c1c(NC(=O)CCCC(=O)O)sc(C)c1C	2	-3	2	0	-1	1	5	1	3
COC(=O)C1C(c2ccc(Cl)cc2)NC(c2ccc(Cl)cc2)C(C(=O)OC)S1(=O)=O (configuration not stated)	-9	3	-10	-3	-2	10	-10	5	-3
CCCCc1c(C)c2ccc(OC)c(/C(C)=N\O)c2oc1=O	8	4	-5	-2	0	0	2	-1	6
CN(CC(=O)Nc1ccc(OC(F)(F)F)cc1)C(=O)/C=C/c1ccco1	4	.	8	-4	.	8	.	4	8
CC1CCC(NC(=O)c2ccc(N3CCCC3=O)cc2)CC1 (configuration not stated)	-7	-2	4	-3	-10	1	3	-1	1
CC1CCCCN1CCNC(=O)C1CC(=O)N(c2ccc(F)c(Cl)c2)C1 (configuration not stated)	-3	-3	-5	0	-5	-2	12	-1	0
OCCC1CN(Cc2cnc(-c3ccc(Cl)cc3)nc2)CCN1C1CCCCC1 (configuration not stated)	-4	10	40	1	2	6	6	3	-2
CCNC(=O)CC1SC(=Nc2ccc(C)c([N+](=O)[O-])c2)N(C)C1=O (configuration not stated)	.	2	15	-7	0	.	11	-1	.
CN(C)C(CNC(=O)C1CC(=O)N(Cc2ccccc2)C1)c1ccccc1 (configuration not stated)	-9	4	0	-1	2	4	6	6	4
Cc1ccc(CNC(=O)CNS(=O)(=O)c2ccc(Br)s2)cc1	-3	4	-15	2	7	18	-4	7	6
Cc1cccc(NCc2cc(Cl)ccc2O)n1	-2	-1	-45	-1	0	-4	2	6	4
CCc1cc2c(C)cc(=O)oc2cc1OC(=O)C1CCCN1C(=O)OC(C)(C)C (configuration not stated)	.	5	15	4	-7	.	5	1	.
Cc1ccc(O)c(CNCCNCc2cc(C)ccc2O)c1	7	1	14	13	0	0	2	7	11
O=C1C2CCCCC2C(=O)N1c1cccc(OS(=O)(=O)c2ccccc2)c1 (configuration not stated)	-3	-1	-2	-1	0	4	-26	3	5
SMILES	PAFAH2 inh	LYPLA2 inh	PREPL inhibitor	PAD4 FP inh	LYPLA1 counter	PAFAH1B2 inh	GSTO1 counter	pPAFAH inh	PAFAH1B3 inh
CCCS(=O)(=O)N1CCC(C(=O)NCCN(C)Cc2ccccc2)CC1	2	6	-1	-4	0	0	-4	4	6
COc1ccccc1CNC(=O)COc1ccc2c(c1)CCC2	7	-2	-13	-2	2	0	-1	3	1
NCCCC[C@H]1CNC(=S)N1CC1(c2ccccc2)CC1	2	0	8	-4	-4	-3	1	-3	10
O=C(c1ccccc1)c1nnc(-c2ccccc2F)o1	0	8	-7	0	4	3	-1	7	1
CCc1nnc2c3cnn(-c4ccccc4)c3ncn12	4	-2	-9	0	-1	0	0	4	-4
CCN(CC)c1ccc(/C=C2\CCC(/C=N/NC(=O)c3ccc(=O)n(C)c3)=C2N2CCOCC2)cc1	-1	11	14	-26	-4	3	0	29*	5
COc1cccc(C2=NOC(C(=O)NCc3cccnc3)C2)c1 (configuration not stated)	2	5	-4	0	0	-5	4	3	11
Cc1cc2n(n1)C(c1ccc3c(c1)OCO3)Nc1c(C)cccc1-2 (configuration not stated)	-6	-3	2	-1	-3	1	3	8	-9
Nc1c(-c2ccccc2)cnn1-c1cccc(C(F)(F)F)c1	5	-1	15	-6	-2	4	-3	5	1
Cc1ccc(-c2nc(CSCC(=O)NCCN3CCN(Cc4ccccc4)CC3)c(C)o2)cc1	-5	-4	25	-2	-2	1	-2	2	3
Nc1nnc(SCC(=O)c2ccc3ccccc3c2)s1	1	-7	-17	-3	-2	5	6	4	-3
O=C(c1ccc(NC(=O)C2(c3ccccc3)CCOCC2)cc1)N1CCOCC1	7	1	-8	3	6	4	-2	-1	12
N#CC(Cc1cc2ccccc2n1S(=O)(=O)c1ccccc1)OCc1ccccc1 (configuration not stated)	-3	.	.	7	.	2	.	4	4
CCCc1cc(=O)[nH]c(N/N=C/C=C\c2ccccc2)n1	-2	-7	18	-8	-2	3	-4	7	-1
Cc1ccc(C(=O)n2cnc3ccccc32)cc1C	-3	5	7	-1	2	-3	0	-4	8
CCOC(=O)c1c(C)n(-c2ccccc2)c2ccc(O)c(CN(C)C)c12	-4	-8	13	3	3	0	7	5	6
O=C(c1ccco1)N1N=C(c2cccs2)CC1c1cc([N+](=O)[O-])ccc1O (configuration not stated)	5	4	2	-4	-2	-1	-2	9	6
O=C(CCC1CCCCC1)NCc1cccs1	8	-5	0	1	-2	10	-1	11	9
COCCNC(=O)CSc1nc(N)c(NC(=O)c2ccccc2F)c(=O)[nH]1	4	-2	13	1	1	2	6	-3	9
O=C(Cn1nnc(-c2ccc(CN3CCOCC3)cc2)n1)N1CCCc2ccccc21	7	0	1	1	-4	0	1	1	4
Cc1c(OCC(=O)C(C)(C)C)ccc2c(-c3ccccc3)cc(=O)oc12	2	-9	25	4	-5	2	-4	11	-1
O=C(CCC(=O)N1CCN(c2ccc(F)cc2)CC1)c1ccccc1	13	1	-12	-1	-1	1	4	19	2
CCc1ccc(NC(=O)CSc2nc(N)c(NC(=O)c3ccc(F)c(F)c3)c(=O)[nH]2)cc1	-4	-2	0	-1	-2	-4	-1	-3	-6
O=c1cc(N2CCN(Cc3ccccc3)CC2)[nH]c(=O)n1-c1cccc(C(F)(F)F)c1	0	-1	2	-3	0	12	-6	8	0
Cc1ccc(NC(=S)N2CCC(c3ccc(C)cc3)C2)cc1 (configuration not stated)	4	9	13	-2	0	3	-11	1	2
SMILES	PAFAH2 inh	LYPLA2 inh	PREPL inhibitor	PAD4 FP inh	LYPLA1 counter	PAFAH1B2 inh	GSTO1 counter	pPAFAH inh	PAFAH1B3 inh
Cc1cc(C)c(S(=O)(=O)N2CCCC(C(=O)NCc3ccccn3)C2)c(C)c1 (configuration not stated)	2	2	-5	2	3	-2	9	0	0
CN1CCN(c2ccc(-c3ccnn3C(=O)Nc3ccccc3)cc2)CC1	-2	-4	-2	1	-4	5	-2	6	0
Cc1nonc1-c1csc(N)n1	-3	-1	1	-3	-4	5	1	-1	7
CCN(c1ccc(OC)cc1)c1ncnc2nc[nH]c12	-3	4	-2	-2	-2	6	-2	-4	8
COc1cc(NC(=O)CSc2nnc(-c3cc(C)on3)o2)cc(OC)c1	4	1	14	-1	6	4	4	-5	0
Cc1nn(-c2ccccc2C(=O)O)c(=O)c2ccccc12	-10	-1	-6	-6	3	2	7	5	3
CCOc1ccc(NC(=O)c2nnn(CC(=O)Nc3ccccc3OC)c2N)cc1	6	1	15	-2	-1	2	1	-6	7
O=C(O)c1ccc(C2CCCCC2)cn1	3	4	19	-3	5	11	6	3	8
COC(=O)c1c(-c2cccc(C)c2)csc1NC(=O)C1CCCO1 (configuration not stated)	6	-7	-7	7	-3	-1	-3	9	-3
Cc1ccccc1CCNC(=O)Cn1ccc2cc(S(=O)(=O)N3CCCC3)ccc21	0	9	1	2	2	3	-1	6	2

Gathered by group, the compounds so far with an aryl methoxy group
SMILES	PAFAH2 inh	LYPLA2 inh	PREPL inhibitor	PAD4 FP inh	LYPLA1 counter	PAFAH1B2 inh	GSTO1 counter	pPAFAH inh	PAFAH1B3 inh
COc1ccc(-n2c(Cn3c(=O)sc4ccccc43)nnc2SCC(=O)N2CCOCC2)cc1	-3	-5	-2	-1	2	7	-2	4	10
COc1ccc(/C=C/c2nc3ccccc3c(=O)o2)cc1	62*	-3	1	1	-6	11	-8	-6	3
COc1ccc(-c2cn(-c3ccc(C)cc3C)c(=O)[nH]2)cc1OC	-9	1	8	-2	2	-1	1	-3	1
CCCCc1c(C)c2ccc(OC)c(/C(C)=N\O)c2oc1=O	8	4	-5	-2	0	0	2	-1	6
COc1ccccc1CNC(=O)COc1ccc2c(c1)CCC2	7	-2	-13	-2	2	0	-1	3	1
COc1cccc(C2=NOC(C(=O)NCc3cccnc3)C2)c1 (configuration not stated)	2	5	-4	0	0	-5	4	3	11
CCN(c1ccc(OC)cc1)c1ncnc2nc[nH]c12	-3	4	-2	-2	-2	6	-2	-4	8
COc1cc(NC(=O)CSc2nnc(-c3cc(C)on3)o2)cc(OC)c1	4	1	14	-1	6	4	4	-5	0
CCOc1ccc(NC(=O)c2nnn(CC(=O)Nc3ccccc3OC)c2N)cc1	6	1	15	-2	-1	2	1	-6	7

Source: PubChem BioAssay (The Scripps Research Institute Molecular Screening Center)

These rows are one share of the data; rates above refer to the full screens.
